Source: PubChem BioAssay
M1 PAM parental: nonselective activator or artifact in parental CHO-K1 calcium assay; 0.02% of 360,000 active; ATP EC20, Fluo-8 calcium fluorescence; 0% at ATP EC20, 100% at ATP max; AID 602247; activation, % at 3 µM;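 active = activation above the run cutoff, the mean activation of all test compounds plus 3 SD, cut at about 40% in these data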;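 also: peak over basal fluorescence ratio in a 140 s read after ATP addition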
M4 PAM: positive allosteric modulators of human muscarinic M4 receptor. P08173. CHO-K1 hM4/Gqi5, Fluo-8 calcium fluorescence, ACh EC20; 0% = ACh EC20, 100% = maximal ACh. activation, % at 3 µM. 0.4% of 360,000 active;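 active = activation above its plate's cutoff, the mean activation of sample wells plus 3 SD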; also: some results filed as inactive read as strong as hits
Target sequence (P08173 whole entry, looked up): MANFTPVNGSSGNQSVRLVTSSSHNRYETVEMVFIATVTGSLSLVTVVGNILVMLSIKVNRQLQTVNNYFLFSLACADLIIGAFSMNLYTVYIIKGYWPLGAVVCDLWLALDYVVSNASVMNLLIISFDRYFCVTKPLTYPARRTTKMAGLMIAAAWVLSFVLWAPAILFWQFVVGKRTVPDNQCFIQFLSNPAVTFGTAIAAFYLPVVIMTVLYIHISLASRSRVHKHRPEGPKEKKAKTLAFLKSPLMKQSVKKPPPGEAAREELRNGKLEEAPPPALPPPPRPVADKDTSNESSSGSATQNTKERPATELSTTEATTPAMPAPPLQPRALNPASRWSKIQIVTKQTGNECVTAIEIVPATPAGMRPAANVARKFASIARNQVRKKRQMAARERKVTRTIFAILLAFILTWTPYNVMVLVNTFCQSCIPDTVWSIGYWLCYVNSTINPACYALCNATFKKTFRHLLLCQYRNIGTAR
CRFBP-R2 block: antagonists of CRF-binding protein/CRF-R2 receptor complex; HEK293 CRF-R2/CRF-BP, CRF-induced calcium fluorescence; inhibition, % at 11.8 µM; 0.59% of 350,000 active;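 active = inhibition of the ligand-induced calcium signal above about 50% at the single tested concentration, limit read from the data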
CRFBP-R2 agonist: agonists of human CRF-binding protein/CRF-R2 receptor complex; HEK293 CRF-R2/CRF-BP, calcium dye fluorescence (FLIPR); percent of saturating CRF peptide response; activation, % at 13.2 µM; 0.46% of 350,000 active;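 active = activation of at least 50%, plus an integration ratio under a set limit after plate pattern correction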;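 also: plate controls were neutral control wells without compound for no effect and CRF at EC100 for full effect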
TAAR1 antag: human TAAR1 antagonism; CHO RD-HGA16 TAAR1, Fluo-8 calcium fluorescence, antagonist; inhibition, % at 3 µM; 1.5% of 360,000 active; AID 624466;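 active = inhibition above a per-plate cutoff, the mean inhibition of test compounds on that plate plus 3 SD, cut at about 49% in these data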;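 also: 0% = DMSO plus EC80 beta-PEA response and 100% = DMSO alone without agonist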
Target sequence (Q96RJ0 whole entry, looked up): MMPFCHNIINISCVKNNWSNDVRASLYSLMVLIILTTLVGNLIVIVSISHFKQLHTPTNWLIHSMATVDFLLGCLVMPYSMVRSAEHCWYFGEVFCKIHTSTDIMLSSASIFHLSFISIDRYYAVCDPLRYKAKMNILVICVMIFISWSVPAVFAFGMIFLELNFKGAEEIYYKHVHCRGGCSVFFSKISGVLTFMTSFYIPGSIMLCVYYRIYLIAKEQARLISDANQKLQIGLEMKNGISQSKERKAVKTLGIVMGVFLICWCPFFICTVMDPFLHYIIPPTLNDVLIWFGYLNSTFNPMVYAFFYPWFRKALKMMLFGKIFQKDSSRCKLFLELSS
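Test system: hTAAR1-expressing CHO RD-HGA16 cells, Gα16-coupled; Probe or stimulus: EC80 β-phenethylamine stimulus; Compound dosing: single nominal final test compound concentration of 3 µM; Timing: 140 s kinetic read after compound, 140 s after agonist; Signal: Fluo-8 calcium-sensitive fluorescence; Measure: % inhibition of agonist calcium response; Controls: DMSO and EC80 PEA controls.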
M5 PAM: potentiates acetylcholine response at human M5 receptor; P08912; CHO-K1 hM5, Fluo-8 calcium, ACh EC20 PAM; 0% = ACh EC20, 100% = ACh EC100; activation, % at 3 µM; 0.3% of 360,000 active; AID 624038;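 active = activation above the run cutoff, the mean activation of all test compounds plus 3 SD, cut at about 18% in these data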
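system = human M5 receptor in CHO-K1 cells | reagent = EC20 acetylcholine as agonist stimulus | compound dosing = single-point, 3 µM nominal | incubation = Fluo-8 loading 80 min at 37 °C plus 30 min room temperature | detection = Fluo-8 calcium dye fluorescence, kinetic read | benchmarks = low control EC20 acetylcholine (0%), high control EC100 acetylcholine (100%)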
CHRM5 antagonist: CHRM5 antagonism in calcium assay | inhibition, % at 3 µM | P08912 | CHO-hM5 cells, Fluo-8 calcium fluorescence, ACh EC80 | 0.59% of 360,000 active;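 active = inhibition above a per-plate cutoff, the mean of that plate's test compounds plus 3 SD, cut at about 27% in these data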;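 also: 0% = acetylcholine EC80 with DMSO and 100% = DMSO without agonist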
M5 ag: agonists of human muscarinic M5 receptor (CHRM5) | activation, % at 3 µM | AID 624037 | CHO-K1 hM5 cells, Fluo-8 calcium fluorescence; 0% DMSO wells, 100% maximal acetylcholine response | 0.19% of 360,000 active | P08912;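 active = activation above the run's mean over test compounds plus 3 SD, cut at about 23% in these data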;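 also: signal is peak over basal fluorescence ratio across the kinetic read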
TAAR1 agonist: human TAAR1 agonism | Q96RJ0 | 0.99% of 360,000 active | activation, % at 3 µM | CHO RD-HGA16 TAAR1, Fluo-8 calcium fluorescence; vehicle wells 0%, saturating PEA agonist 100%;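 active = activation above the mean activation of all test compounds in the run plus 3 SD, cut at about 38% in these data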
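Repeats: no replicates (n 1) | Material: CHO-derived RD-HGA16 cells with stable Gα16 and human TAAR1 | Technique: Kinetic Fluo-8 calcium fluorescence | Schedule: 17-24 h seeding, 75 min 37 °C dye, 30 min RT | Evaluation: % activation from peak over basal fluorescence ratio, DMSO-to-PEA scaled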
Active calls of the source: *; nt = no result given.

cpd	Compound	M1 PAM parental	M4 PAM	CRFBP-R2 block	CRFBP-R2 agonist	TAAR1 antag	M5 PAM	CHRM5 antagonist	M5 ag	TAAR1 agonist
1	COc1ccc(C(=O)NC(=S)Nc2ccccc2N2CCOCC2)cc1[N+](=O)[O-]	20.9	4.8	-9.4	0.8	-6.0	-1.4	3.8	-1.8	5.2
2	O=C(Cn1cc2c(n1)CCCCC2)Nc1ccccc1Cl	20.1	3.8	-3.1	-0.4	-15.2	-3.2	5.9	-3.2	-0.9
3	CC1CCCCN1C(=O)NC12CC3CC(CC(C3)C1)C2 (stereo not drawn)	27.6	2.4	-14.5	-0.5	-1.1	1.1	-8.5	-2.6	16.4
4	COc1cccc(OC)c1C(=O)NC(C)c1ccccc1 (stereo not drawn)	-6.4	-1.7	2.1	0.1	-16.1	-2.0	-0.9	-3.0	-2.6
5	CC(=O)Nc1ccc(NCCc2ccco2)cc1	6.6	-1.4	nt	nt	-4.5	11.7	-11.7	2.1	2.8
6	O=C(NCc1ccco1)c1ccc(NS(=O)(=O)c2cccc(F)c2)cc1	2.9	0.6	-6.9	-0.4	-1.4	-2.7	0.7	-1.7	2.1
7	COc1ccc(C2N(C(=O)c3ccccc3)CCN2C(=O)c2ccccc2)cc1	-7.0	-6.8	-10.4	0.7	3.4	-1.9	-2.0	4.3	14.8
8	Cc1[nH]c2ccccc2c1/C=N/Nc1ccc([N+](=O)[O-])cc1	-0.3	-7.1	-220.4	121.4*	46.9	-8.8	31.4*	15.2	14.3
9	Cn1c(=O)c([N+](=O)[O-])c(-n2ccnc2)c2ccccc21	6.9	5.8	11.7	-0.3	1.4	11.7	4.2	-1.6	1.7
10	CC(C)(C)NC(=O)C(c1ccncc1)N(Cc1ccco1)C(=O)c1ccc(-c2ccccc2)[nH]1 (stereo not drawn)	-10.0	-9.7	11.1	-3.1	-19.1	9.6	-2.8	1.5	2.3
11	COc1cccc2c1C1COC3C4CC(C(=O)O)C(C(C2)N13)N4C (stereo not drawn)	12.8	12.8	29.3	-0.7	-3.4	-3.3	5.9	1.5	-0.2
12	Cc1ccc(C(=O)NC(=S)Nc2cccc(NC(=O)c3ccccc3)c2)cc1[N+](=O)[O-]	14.1	-3.5	8.3	-1.8	30.2	-7.2	4.4	-3.2	-0.7
13	CC(C)OCCCNC(=O)c1cc(Sc2ccc(F)cc2)nc2ccccc12	14.4	-0.6	4.8	-1.5	17.9	-3.1	-4.3	-3.7	6.7
14	O=C(NCc1cccs1)c1ccc(-c2ccc(F)c(F)c2)c2ccoc12	-8.0	5.6	nt	nt	6.9	-7.6	4.2	-0.8	2.4
15	COc1cc(C(=O)NCC(=O)OCCN2C(=O)c3ccccc3C2=O)cc(OC)c1OC	-4.7	10.5	-9.4	3.5	-0.5	7.8	12.8	0.6	3.5
16	O=C(NC1CCC(NC(=O)C(F)(F)C(F)F)CC1)C(F)(F)C(F)F (stereo not drawn)	-17.8	1.8	-7.2	0.5	-9.4	3.5	-9.1	-0.6	4.8
17	CN(c1ccc(C(=O)NCCSCc2ccc(Cl)cc2)cc1)S(=O)(=O)c1ccccc1	18.4	-2.9	13.2	-1.6	2.0	-12.6	8.3	-2.1	2.3
18	Cc1ccnc(NS(=O)(=O)c2ccc(NC(=O)C34CC5CC(C)(CC(C)(C5)C3)C4)cc2)n1	20.7	0.1	30.3	0.5	-14.8	2.6	-4.2	0.9	0.7
19	COC(=O)c1ccc(OCCOCCOc2cccc3ccc(C)nc23)cc1	19.3	-6.6	2.5	0.9	8.6	-5.7	1.5	1.1	5.5
20	CCOC(=O)CC(NS(=O)(=O)c1ccc2[nH]c(=O)sc2c1)c1ccc(C)cc1 (stereo not drawn)	11.1	-2.0	-5.7	-0.6	-24.8	-4.5	2.7	1.6	4.5
21	Cc1ccccc1NC(=O)CSc1nnnn1C	-2.4	5.4	-6.2	1.7	-8.6	0.9	1.1	-2.3	9.1
22	Cc1noc(NS(=O)(=O)c2ccc(NC(=O)C(F)(F)F)cc2)c1C	-11.7	3.2	-5.3	0.5	6.3	3.6	6.3	3.2	0.2
23	CCOC(=O)c1nnn(CC(=O)Nc2cc(F)ccc2F)c1C(=O)OCC	8.9	-0.1	4.8	0.4	4.2	6.4	-7.6	3.3	0.1
24	CC(C)(C)c1cc(S(=O)(=O)CCc2ccccn2)cc(C(C)(C)C)c1F	14.9	2.9	-24.9	2.9	-12.8	0.2	4.2	-1.4	14.2
25	CCc1ccccc1Nc1cc(C(=O)NCc2ccccn2)c2ccccc2n1	21.0	-2.0	-12.2	-1.2	29.9	-10.1	13.9	-1.7	7.9
26	CC[C@@]1(C(=O)OC)N[C@H](CN(C)C(=O)COC)[C@@H]2C(=O)N(C)C(=O)[C@@H]21	1.8	-3.8	-11.5	-2.6	-14.7	0.1	-0.3	0.2	0.6
27	CCOC(=O)c1ccc(N2C(=O)CC(N3CCN(C(=O)c4ccccc4)CC3)C2=O)cc1 (stereo not drawn)	-3.7	-3.6	0.8	1.3	12.5	-3.7	-3.9	-2.0	5.0
28	C=CCN1C(=O)/C(=C\c2ccc(Cl)cc2)N=C1SCC(=O)NC1CCCCC1	13.2	-1.1	11.0	-0.7	nt	-5.0	3.8	-0.3	nt
29	CN(CC(=O)Nc1ccc(F)c(F)c1F)C(=O)C1CSC2(C)CCC(=O)N12 (stereo not drawn)	17.8	6.0	-5.3	-1.0	-7.6	4.5	8.7	-0.6	5.1
30	CN(CC(=O)Nc1ccccc1C(F)(F)F)C(=O)CCc1nc2ccccc2c(=O)[nH]1	11.5	13.5	-8.7	0.4	4.1	1.6	5.9	-0.8	0.6

Records listed above printed as active in CRFBP-R2 agonist:
No.	molecule	M4 PAM	CRFBP-R2 block	CRFBP-R2 agonist	TAAR1 antag	M5 PAM	CHRM5 antagonist	M5 ag
8	Cc1[nH]c2ccccc2c1/C=N/Nc1ccc([N+](=O)[O-])cc1	-7.1	-220.4	121.4*	46.9	-8.8	31.4*	15.2

More results follow:
cpd	Compound	M1 PAM parental	M4 PAM	CRFBP-R2 block	CRFBP-R2 agonist	TAAR1 antag	M5 PAM	CHRM5 antagonist	M5 ag	TAAR1 agonist
31	CC(C)C[C@@H]1CC2=C(C(=O)OC(C)(C)O2)[C@H](c2ccc(Cl)cc2)O1	-2.2	-4.8	nt	nt	-1.8	-9.1	1.1	-4.3	-2.5
32	Cc1nn(Cc2ccc(Cl)cc2)c(C)c1NC(=O)c1cc(-c2ccco2)on1	-11.6	-7.4	7.5	-0.2	84.8*	-12.2	-4.2	1.7	64.8*
33	COc1ccc(N(CC(=O)NCc2cccs2)S(=O)(=O)c2ccc(F)cc2)cc1	13.0	7.8	-3.3	-0.9	2.3	4.9	-5.6	0.8	1.3
34	O=C(CN1CCCCC1)NC(=O)Nc1ccccc1F	-0.3	1.8	12.9	0.4	-5.4	4.1	-0.1	0.9	0.1
35	C/C(=N\NC(=O)C(N)=O)c1cccc([N+](=O)[O-])c1	10.9	2.4	4.6	-1.9	-8.7	0.3	1.9	-2.0	-0.5
36	O=C(CN1C(=O)NC2(CCc3ccccc32)C1=O)c1ccccc1 (stereo not drawn)	14.8	-1.3	-6.8	2.0	-3.6	-1.0	3.3	-0.3	6.0
37	O=C(O)C1CCN(C(=O)c2ccc3c(c2)OCO3)CC1	11.5	-1.3	13.9	0.5	9.5	2.2	-2.4	0.1	0.5
38	O=C(Cc1ccc(F)cc1)NCC1CCCO1 (stereo not drawn)	-15.7	-8.4	-9.2	0.2	-8.9	-4.2	-1.0	1.8	-0.7
39	COCc1ccc(CN2CCC(n3nccc3NC(=O)CCOc3ccccc3)CC2)o1	-4.6	0.3	2.0	-0.5	-19.3	-6.3	-4.2	-2.7	5.4
40	O=C(CCC1CCCCC1)NCc1ccncc1	15.5	8.9	-36.5	3.2	-7.4	-1.7	3.9	-4.6	0.4
41	COc1cc(/C=N\NC(=O)c2cccnc2)ccc1OC(=O)c1ccccc1Cl	13.6	0.6	1.9	-0.2	54.1*	-5.4	10.1	-0.4	11.7
42	O=C(OCC(=O)N1CCCc2ccccc21)c1cnc(Cl)c(Cl)c1	16.4	4.8	-42.0	-0.3	5.0	0.1	-2.6	-5.0	-0.2
43	Cc1cc(O)cc2c1C(=O)/C(=C/c1ccco1)O2	-8.6	-7.2	-35.5	46.2	6.7	-7.0	13.0	-1.8	2.2
44	Cc1ccc2c(C)c(C(=O)NCc3ccc(S(N)(=O)=O)cc3)oc2c1	17.2	10.0	-2.0	-0.3	7.1	-1.5	-3.0	0.2	9.8
45	CN(C)C(=O)CN1CCN(c2nc3nonc3nc2N2CCCCC2)CC1	2.4	0.9	2.8	0.9	-11.6	0.8	6.2	-1.1	0.0
46	COc1ccc(OC)c(NC(=S)NCCN2CCOCC2)c1	26.8	17.4	2.7	-1.0	-11.9	0.8	1.3	-4.4	-0.1
47	CSc1n[nH]c(N)c1S(=O)(=O)c1ccc(Cl)cc1	8.8	-0.6	-0.4	0.8	-9.6	-4.5	1.7	0.5	6.9
48	CC1=C(C)/C(=N\OS(=O)(=O)c2ccccc2)C=CC1=O	-2.7	-10.0	-15.4	57.0*	nt	-5.0	30.1*	20.7	nt
49	CCc1ccc(C2CC(=O)N3CN(c4ccccc4)CSC3=C2C#N)cc1 (stereo not drawn)	17.1	-8.9	-1.1	3.6	2.1	2.9	-3.8	-0.5	4.3
50	COC(=O)/C(=C/Nc1ccccc1)[N+](=O)[O-]	-3.6	26.4	-3.1	0.5	-9.4	1.0	-3.5	4.1	5.5
51	CCOC(=O)N1CCN(C(=O)CSc2ccc(C(F)(F)F)cc2[N+](=O)[O-])CC1	8.5	0.8	3.4	-2.2	-11.5	1.1	2.5	-2.9	-0.5
52	CNC(=O)C[C@H]1C(=O)N(c2ccccc2)C[C@@H]1CSC	8.7	-5.0	7.6	0.1	-2.1	-7.0	6.1	3.0	3.3
53	Cc1cccc(NCC(=O)N/N=C\c2cccn2C)c1	18.3	-3.9	-3.0	-1.3	-12.8	3.1	0.0	-1.5	6.9
54	CCC(C)NC(=O)C1CCC(CNS(=O)(=O)c2ccc3c(c2)CC(C)N3C(=O)C2CC2)CC1 (stereo not drawn)	1.9	-8.6	16.4	-1.5	-28.7	-2.2	1.5	6.0	4.1
55	Cc1ccc(C)c(S(=O)(=O)N2CCN(C(=O)CCC(=O)NCc3ccc(Cl)cc3Cl)CC2)c1	5.4	10.3	-0.7	0.8	29.0	-5.8	11.5	0.9	4.6
56	Oc1cccc(/C=N/N(Cc2ccccc2)c2ccccc2)c1	20.8	-12.7	-2.0	0.4	-1.5	-3.6	5.1	-2.2	0.0
57	O=C(Nc1cccnc1)C1CCN(S(=O)(=O)c2cccc3nonc23)CC1	8.3	-11.1	9.1	-1.1	5.3	-20.0	12.6	-5.1	10.3
